Screening data (PubChem BioAssay)
hIAP block = human IAP inhibition; purified IAP, CDP-Star luminescence, 30 min; inhibition, % at 10 µM; AID 2544; P09923; 330,000 tested, 0.12% active;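 active = inhibition reaching a set limit with compound at 10 µM in the primary screen, cut at about 35% in these data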;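 note: plate controls were DMSO wells with enzyme for no effect and no-enzyme buffer wells for full effect; values of inactives mirror those of a sister screen read the other way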
Target sequence (P09923 whole entry, looked up): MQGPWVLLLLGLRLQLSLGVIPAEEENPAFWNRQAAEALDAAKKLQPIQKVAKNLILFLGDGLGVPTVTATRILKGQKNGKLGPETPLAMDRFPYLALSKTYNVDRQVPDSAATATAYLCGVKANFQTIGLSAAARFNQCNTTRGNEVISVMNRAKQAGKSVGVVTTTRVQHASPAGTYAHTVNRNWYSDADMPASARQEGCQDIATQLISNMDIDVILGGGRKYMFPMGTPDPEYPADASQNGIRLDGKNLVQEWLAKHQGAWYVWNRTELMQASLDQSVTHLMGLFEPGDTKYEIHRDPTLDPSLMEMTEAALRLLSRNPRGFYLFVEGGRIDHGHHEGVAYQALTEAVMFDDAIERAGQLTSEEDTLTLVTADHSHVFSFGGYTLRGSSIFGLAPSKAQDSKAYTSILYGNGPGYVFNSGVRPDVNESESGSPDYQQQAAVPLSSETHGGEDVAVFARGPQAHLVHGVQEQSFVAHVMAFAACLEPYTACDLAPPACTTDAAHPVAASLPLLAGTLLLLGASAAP
mIAP activ = mouse IAP activation | muIAP, CDP-Star luminescence, 30 min; stronger effect = higher value; 1 = vehicle-only enzyme signal, 0 = enzyme-free wells | activation factor at 10 µM | 330,000 tested, 0.24% active | AID 2805;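 active = activation factor of at least 2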; note: the source names both 10 and 20 µM as test concentration; values of inactives mirror those of a sister screen read the other way
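Assay system: mouse IAP enzyme; reagent: chemiluminescent substrate CDP-Star; dosing: test compounds delivered from DMSO solution; schedule: 30 min at room temperature; measured by: luminescence from enzymatic CDP-Star hydrolysis; controls: DMSO-only wells and no-enzyme negative control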
NALP3 yeast inh = inhibitors of NALP3 inflammasome in yeast. 330,000 tested, 0.39% active. AID 2825. inhibition, % at 10 µM. Yeast reconstituted NLRP3/ASC/caspase-1, beta-gal luminescence, 24 h;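 active = inhibition of 50% or more; inactive = inhibition below 50%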;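 note: plate controls were induced DMSO wells for no effect and uninduced yeast grown without galactose for full effect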
hIAP act = human IAP activation | 330,000 tested, 0.16% active | AID 2524 | activation factor at 10 µM | purified human IAP, CDP-Star luminescence, 30 min; stronger effect = higher value; 1 = vehicle-only enzyme, 0 = enzyme-free background | P09923;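 active = activation factor of the enzyme at least 2-fold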; note: the source names both 10 and 20 µM as test concentration; values of inactives mirror those of a sister screen read the other way
A3A deaminase = inhibitors of human APOBEC3A DNA deaminase | P31941 | recombinant A3A, FAM/TAMRA ssDNA deamination fluorescence | inhibition, % at 20 µM | 330,000 tested, 0.41% active;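 active = at least 40% inhibition at 20 µM here, with at most 30% in a related deaminase screen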;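 note: plate controls were A3A with DMSO for no effect and wells lacking A3A enzyme for full effect; some results filed as inactive read as strong as hits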
Target sequence (P31941 whole entry, looked up): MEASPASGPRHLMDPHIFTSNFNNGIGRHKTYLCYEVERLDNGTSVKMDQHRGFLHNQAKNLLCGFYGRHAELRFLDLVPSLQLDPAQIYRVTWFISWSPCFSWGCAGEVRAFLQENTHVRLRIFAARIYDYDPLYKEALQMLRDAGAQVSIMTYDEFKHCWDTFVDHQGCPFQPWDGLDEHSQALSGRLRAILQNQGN
SENP1 FRET inh = blocks the human SENP1 SUMO protease catalytic domain; Q9P0U3; recombinant SENP1 catalytic domain, CyPet-SUMO1-YPet FRET cleavage; inhibition, % at 10 µM; 360,000 tested, 0.21% active; AID 624204;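 active = inhibition at least 30% at 10 µM, raw YFP signal under a set limit, fluorescence ratio 0.5 to 1.5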;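 note: 0% = enzyme with DMSO and 100% = no enzyme wells; some results filed as inactive read as strong as hits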
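material = recombinant human SENP1 catalytic domain, His6-tagged | quantity = 20 pM enzyme | reagent = 25 nM SUMO1 FRET substrate | compound dosing = 10 µM single point, 0.5% DMSO | timing = 50 min enzyme reaction, room temperature, light-protected | detection = FRET, CFP and YFP emission | control set = no-enzyme low, enzyme-DMSO high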
APOBEC3G inh = APOBEC3G (human) deaminase inhibition; Q9HC16; recombinant A3G, ssDNA deamination FAM/TAMRA fluorescence; inhibition, % at 20 µM; 330,000 tested, 0.28% active;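 active = inhibition of at least 40% at 20 µM, with no more than 30% in the related APOBEC3A deaminase screen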;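 note: plate controls were DMSO wells with A3G for no effect and wells lacking A3G enzyme for full effect; some compounds called inactive have numbers as strong as hits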
Target sequence (Q9HC16 whole entry, looked up): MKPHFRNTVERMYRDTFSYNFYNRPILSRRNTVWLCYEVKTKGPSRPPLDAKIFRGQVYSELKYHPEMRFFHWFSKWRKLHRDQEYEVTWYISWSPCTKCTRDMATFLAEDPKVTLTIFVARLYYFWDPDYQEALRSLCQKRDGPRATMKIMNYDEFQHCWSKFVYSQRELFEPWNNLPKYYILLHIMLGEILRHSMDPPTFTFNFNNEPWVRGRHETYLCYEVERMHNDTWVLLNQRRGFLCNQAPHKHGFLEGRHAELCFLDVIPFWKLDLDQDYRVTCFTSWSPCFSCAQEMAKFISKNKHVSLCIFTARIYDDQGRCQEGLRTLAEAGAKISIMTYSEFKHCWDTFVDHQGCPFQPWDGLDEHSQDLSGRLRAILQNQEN
mIAP block = mouse IAP inhibition | purified mouse IAP, CDP-Star luminescence, 30 min | inhibition, % at 10 µM | 330,000 tested, 0.2% active | AID 2806;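 active = inhibition of at least 40% at 10 µM in the primary screen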;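 note: plate controls were DMSO with enzyme for no effect and no enzyme wells for full effect; values of inactives mirror those of a sister screen read the other way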
beta cell repl = MIN6 beta-cell proliferation induction; MIN6 cells proliferation, ATPlite luminescence, 48 h; cells starved in 0.2% serum; 100% = growth in 10% serum; proliferation, % at 10 µM; 330,000 tested, 0.29% active;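 active = compounds whose signal lies at least 3.5 SD above the mean of all wells on their plate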;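 note: 0% = DMSO-treated cells in low-serum medium and 100% = 10% serum control; some compounds called inactive have numbers as strong as hits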
* = called active by the depositor; . = no result given.

The line under a structure holds: hIAP block	mIAP activ	NALP3 yeast inh	hIAP act	A3A deaminase	SENP1 FRET inh	APOBEC3G inh	mIAP block	beta cell repl
COc1ccc(Cc2nnc(Nc3ccccc3)s2)cc1Br
 : -3.4	1.11	22.5	1.03	2.3	1.9	-2.2	-11.0	-5.2
CCSc1cc(N2CCCC2)nc(-c2ccccc2Cl)n1
 : 6.7	0.957	23.4	0.933	-1.6	-1.7	-4.7	4.3	0.8
COc1ccc(C(=O)NCCN2CCOCC2)cc1OC
 : -33.0	1.09	-6.3	1.33	-3.4	1.5	-10.7	-9.0	-0.4
Cn1c(=O)c2c(=O)cc(N)[nH]c2n(C)c1=O
 : -7.8	0.981	0.4	1.08	-2.6	9.3	-3.5	1.9	-0.9
CCOC(=O)C(=CNc1ccc(C(F)(F)F)cc1Cl)C(=O)OCC
 : -13.4	1.01	-1.5	1.13	-1.2	2.5	-2.7	-0.6	3.3
COc1ccc(NC(=S)Nc2cccc(Cl)c2)cc1OC
 : -3.5	1.02	3.7	1.03	3.6	-0.1	-5.5	-2.5	-1.5
COc1cc2c(cc1NC(=O)CSc1ccccc1)oc1ccccc12
 : 0.3	0.914	11.0	0.997	-5.6	-1.4	-4.0	8.6	-3.5
Cc1nn(CC(=O)N2CCC(C)CC2)c(=O)c2nn(-c3ccccc3)c(C)c12
 : -12.3	0.939	12.3	1.12	-8.3	6.1	2.6	6.1	6.6
CC(C)CNS(=O)(=O)c1ccc(CCC(=O)N2CCN(Cc3ccc4c(c3)OCO4)CC2)cc1
 : -3.3	0.926	-2.0	1.03	-0.6	-1.7	-0.2	7.4	-3.0
COc1ccc(CN2CCC(=O)N([C@H](CO)Cc3ccccc3)CC2)cc1
 : 20.1	1.04	16.8	0.799	-2.5	1.3	-6.5	-3.7	5.1
CCCCOc1ccc(C(=O)OCC(=O)Nc2cc(C)on2)cc1
 : -10.2	1.02	13.1	1.1	1.8	0.1	2.1	-1.9	0.4
CN(C)c1cc[n+](CC(=O)c2ccc(-c3ccccc3)cc2)cc1
 : 12.5	0.948	1.2	0.875	-5.6	1.3	-7.3	5.2	-6.1
O=C(CSc1nnc(-c2ccc(Cl)s2)o1)N1CCc2ccccc21
 : -6.8	0.977	6.5	1.07	-1.3	.	3.4	2.3	-2.1
CCN(c1ccccc1)S(=O)(=O)c1cccc(C(=O)NCc2ccccc2CN2CCOCC2)c1
 : 0.6	1.15	5.1	0.994	-2.1	0.6	-7.5	-15.4	-5.7
CC(C)CC(=O)c1c[nH]c(C(=O)O)c1
 : -26.7	1.07	4.5	1.27	-4.3	0.8	5.4	-6.7	-2.4
CCCC(=O)Nc1nnc(-c2ccccc2)o1
 : 9.8	1.05	10.1	0.902	2.1	1.6	-3.2	-4.7	3.5
CCc1cc(C(=O)OC)c(NC(=O)c2ccoc2C)s1
 : -0.1	1.01	28.6	1	2.6	-2.5	0.6	-0.7	2.8
O=c1[nH]c(CN2CCN(c3ccc(O)cc3)CC2)nc2scc(-c3ccc(Cl)cc3)c12
 : -16.9	0.949	11.7	1.17	-1.6	-3.2	-3.0	5.1	-5.4
NNC(=O)c1ccc(COc2ccc3ccccc3c2)cc1
 : -5.7	1.09	34.7	1.06	-8.5	1.5	-8.4	-8.7	-6.2
O=[N+]([O-])c1ccc2ncnc(N3CCN(Cc4ccc5c(c4)OCO5)CC3)c2c1
 : 9.0	0.923	21.3	0.91	1.0	-2.1	-6.3	7.7	1.4

(listing goes on)
The line under a structure holds: hIAP block	mIAP activ	NALP3 yeast inh	hIAP act	A3A deaminase	SENP1 FRET inh	APOBEC3G inh	mIAP block	beta cell repl
CN1CCN(c2c(F)cc3c(=O)c(C(=O)O)cn4c3c2OCN4C)CC1
 : -15.3	1.15	5.6	1.15	-2.5	-5.6	-6.6	-15.4	0.2
COc1ccc(S(=O)(=O)N2CCCC(C(F)(F)F)C2)cc1 (configuration not stated)
 : -2.5	1	28.3	1.02	-3.5	3.1	-8.9	-0.1	0.7
COc1ccc(C(=O)Nc2ccc(N3CCOCC3)cc2)cc1S(=O)(=O)N1CCCC1
 : -4.9	1.03	0.2	1.05	-4.6	3.1	-4.0	-2.8	4.7
CCOc1ccc(-n2c(SCC(=O)Nc3ccc4c(c3)OCCO4)nc3c(c2=O)SCC3)cc1
 : -0.2	1.08	-7.0	1	-2.7	-2.8	-4.1	-8.3	-2.1
O=C(c1cnccn1)N(Cc1cccs1)C1(C(=O)NC2CCCC2)CCCCC1
 : 24.5	0.995	11.5	0.755	-2.8	1.2	-3.1	0.5	0.0
O=C(NNS(=O)(=O)c1ccc(Cl)cc1)c1sccc1-n1cccc1
 : -12.8	0.942	6.4	1.13	-6.3	1.7	-9.1	5.8	-1.9
CC(C)(CNC(=O)/C=C/c1ccc(F)cc1)CNC(=O)/C=C/c1ccc(F)cc1
 : 4.9	0.906	6.2	0.951	0.8	0.4	-9.2	9.4	0.0
COc1cccc(OC)c1C(=O)NC(=S)NCc1cccnc1
 : -33.3	1.07	-1.7	1.33	-0.3	-0.1	-5.1	-6.6	1.8
COC(=O)c1ccc(COC(=O)CCC(=O)c2cccs2)cc1
 : -2.2	0.995	28.5	1.02	0.1	-0.6	-3.0	0.5	0.2
S=c1[nH]nc(-c2ccccc2Br)n1Cc1ccccc1
 : -5.9	1.1	15.5	1.06	-9.8	-1.7	24.0	-10.4	1.7
Cc1cc(C(=O)N/N=C/c2ccc(OC(=O)c3ccccc3Br)cc2)n[nH]1
 : -35.4	0.924	0.3	1.35	-2.5	0.9	-13.3	7.6	-0.8
O=C(NNC(=S)NCC1CCCO1)c1cc(Br)ccc1Cl (configuration not stated)
 : -55.2	0.966	22.5	1.55	1.6	-0.5	0.4	3.4	-1.0
COc1ccc(CC(=O)n2[nH]c(=O)ccc2=O)cc1OC
 : -41.9	0.968	20.5	1.42	14.1	-0.7	-15.7	3.2	-0.4
O=C(Nc1ccc(Cl)c(Cl)c1)Nc1ccccc1O
 : 1.7	1.01	17.9	0.983	-3.5	3.2	7.7	-1.0	-4.8
O=C(CBr)Nc1c2c(nn1-c1ccccc1)CSC2
 : 2.4	1.01	10.2	0.976	-0.9	-0.6	-4.0	-1.3	-4.6
O=C(NCc1ccc(Cl)cc1)C1CCN(C(=O)Cc2ccccc2)CC1
 : -3.0	0.999	4.9	1.03	-2.8	1.7	-5.8	0.1	2.5
O=C(CC1N=C(Cc2ccccc2)NNC1=O)N/N=C/c1ccc([N+](=O)[O-])cc1 (configuration not stated)
 : -3.6	0.904	-8.6	1.04	3.3	14.7	-6.6	9.6	-3.6
Cc1cc(C(=O)CSc2ccc(F)cc2)cc(C)c1O
 : -5.2	0.974	2.5	1.05	1.4	-3.0	-1.8	2.6	-1.8
COc1ccccc1Cc1nnnn1CC(=O)O
 : 2.0	1	-2.0	0.98	-6.3	0.6	-7.1	-0.1	-3.8
O=C(NCC(=O)N(CCc1ccccc1)C(C(=O)NC1CCCC1)c1cccnc1)c1ccco1 (configuration not stated)
 : 14.9	0.954	-2.4	0.851	-3.2	0.7	-3.6	4.6	0.3

More structures
The line under a structure holds: hIAP block	mIAP activ	NALP3 yeast inh	hIAP act	A3A deaminase	SENP1 FRET inh	APOBEC3G inh	mIAP block	beta cell repl
O=C(Nc1cccc(N2C(=O)C3C4C=CC(C4)C3C2=O)c1)c1cccs1 (configuration not stated)
 : 6.4	0.959	9.0	0.936	0.7	3.1	6.2	4.1	-3.4
O=C(C[n+]1ccc(/C=N/O)cc1)N(Cc1ccccc1)Cc1ccccc1
 : -6.8	0.987	-8.7	1.07	-2.8	-3.0	-8.5	1.3	-1.4
CC1CCCN(S(=O)(=O)CCNC(=O)c2ccc3c(c2)OCO3)C1 (configuration not stated)
 : 0.9	0.935	27.7	0.991	-3.5	1.3	-10.9	6.5	-1.8
Cc1csc(SCC(=O)c2c(N)n(C)c(=O)n(C)c2=O)n1
 : -4.7	0.898	12.1	1.05	-2.0	1.8	-3.6	10.2	-1.6
CCOC(=O)c1cc(CC)sc1NC(=O)Cc1ccccc1
 : -6.3	0.996	26.3	1.06	-8.5	-25.3	-7.3	0.4	-4.6
COc1ccc(C)cc1NC(=O)N1CCC(CO)(CC2CCCCO2)CC1 (configuration not stated)
 : -2.1	0.992	-8.1	1.02	-7.9	2.4	-1.4	0.8	-2.5
CCOc1ccc(CCNC(=O)COC(=O)c2cc([N+](=O)[O-])ccc2N2CCOCC2)cc1OCC
 : -23.9	1.09	4.7	1.24	7.2	0.4	-6.8	-9.1	-3.4
O=C(O)C1CC1C(=O)N1CCN(c2ccc(Cl)c(Cl)c2)CC1 (configuration not stated)
 : 0.8	0.981	9.8	0.992	0.8	0.6	-0.9	1.9	3.2
Cc1ccc(-n2ncc3c2CC(C)(C)CC3NC(=O)CCN2CCCCC2=O)cc1 (configuration not stated)
 : -14.4	1.02	9.0	1.14	1.0	0.3	-6.7	-2.2	-1.5
CC1=CC2=NC(=O)/C(=C/c3cccn3Cc3ccccc3)C(=N)N2O1
 : -2.5	0.926	36.0	1.02	-1.4	-10.9	1.5	7.4	-0.3
C#CCOCCOCCOCCNc1nc(N2CCN(C(=O)[C@H]([C@@H](C)CC)n3cc([C@@H](N)CO)nn3)CC2)nc(N2CCN(C(=O)[C@H](CCCCN)n3cc([C@@H](N)C(C)CC)nn3)CC2)n1 (some centres not stated)
 : -6.3	1.03	0.6	1.06	-0.5	0.0	-3.8	-2.8	5.2
O=C1CC(c2ccc(Cl)cc2)c2c(O)cc(O)cc2O1 (configuration not stated)
 : -5.7	0.959	12.7	1.06	-0.7	3.4	-7.2	4.1	-2.9
CCN(CC)CCN(C(=O)CN1C(=O)c2ccccc2C1=O)c1nc2cc3c(cc2s1)OCO3
 : 3.6	0.968	11.8	0.964	-2.4	1.5	-5.7	3.2	10.3*
Cc1ccc(S(=O)(=O)Nc2cc3c(C(=O)Nc4ccccc4)c(C)oc3c3ccccc23)cc1
 : -8.5	0.94	8.9	1.08	-1.5	-10.9	-10.7	6.0	-3.6
CCC(=O)c1ccc(OCC(=O)Nc2ccccc2N2CCOCC2)cc1
 : -11.7	0.981	17.8	1.12	-2.7	-0.4	-6.4	1.9	-2.3
CC1(C)Cc2ccccc2C(NNC(=O)c2ccccn2)=N1
 : -49.9	1.05	1.0	1.5	-0.1	1.2	-7.3	-5.5	-3.6
COc1ccc(-n2cnc3c(sc4nc(N5CCOCC5)c5c(c43)CCCC5)c2=O)cc1
 : 10.1	0.997	17.9	0.899	3.2	2.0	-6.1	0.3	-5.1
COc1ccc(CSCCNC(=S)Nc2ccccc2)cc1Cl
 : -0.8	1.74	26.9	1.01	3.4	2.3	8.1	-73.7	-5.6
NS(=O)(=O)c1ccc(CNC(=O)c2scc3c2CCCC3)cc1
 : 3.2	1.04	8.2	0.968	-1.6	2.8	-6.2	-3.8	2.5
CC(=NNC(=O)Cn1ccc(C(F)(F)F)n1)c1ccc(-n2ccnc2)cc1
 : -21.7	0.963	8.0	1.22	0.2	0.7	-5.7	3.7	3.5
O=C1CCCC2=C1C(c1ccc(Cl)cc1)C1C(=O)c3ccccc3C1=N2 (configuration not stated)
 : -2.8	0.762	-3.8	1.03	-2.1	0.2	-3.7	23.8	-3.9

The list is partial (hit frequency here may not be typical).
